phage Ecoli inh: E. coli growth loss with phage present; growth absorbance; inhibition, % at 11.9 µM; 360,000 tested, 0.26% active; in the data active means inhibition above about 11%
PfHsp90 yeast 2: reduces growth (ATP signal) of yeast expressing P. falciparum Hsp90 | inhibition, % at 9.4 µM | AID 504621 | 310,000 tested, 0.32% active | S. cerevisiae expressing PfHsp90, BacTiter-Glo ATP, 48 h; yeast lacking PDR1 and PDR3 efflux regulators;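 active means every replicate shows inhibition above about 80%, whatever the replicate mean, limit read from the data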;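 further: 0% = DMSO neutral controls and 100% = 20 µM radicicol positive controls; yeast relying on Plasmodium falciparum Hsp90 in place of its own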
MOR-DOR ag: agonists of human mu-delta opioid receptor heterodimerization; cells, OPRM1-OPRD1 heterodimerization, luminescence; activation, % at 9.3 µM; 340,000 tested, 0.3% active; AID 504326; in the data active means activation above about 18%;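 further: 0% = vehicle-treated cells and 100% = reference agonist; values of inactives mirror those of a sister screen read the other way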
HTR5A ag: counter-screen for OPRM1-OPRD1 agonists: human HTR5A agonism. P47898. HTR5A agonist assay, luminescence, cell-based. activation, % at 9.3 µM. 340,000 tested, 0.61% active. AID 504692; in the data active means activation mostly above about 9.5%, no sharp cut-off; inactive means mostly below about 7.6%;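 further: 0% = cells with vehicle only and 100% = reference agonist; strong numbers were not always called active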
Target sequence (P47898 whole entry, looked up): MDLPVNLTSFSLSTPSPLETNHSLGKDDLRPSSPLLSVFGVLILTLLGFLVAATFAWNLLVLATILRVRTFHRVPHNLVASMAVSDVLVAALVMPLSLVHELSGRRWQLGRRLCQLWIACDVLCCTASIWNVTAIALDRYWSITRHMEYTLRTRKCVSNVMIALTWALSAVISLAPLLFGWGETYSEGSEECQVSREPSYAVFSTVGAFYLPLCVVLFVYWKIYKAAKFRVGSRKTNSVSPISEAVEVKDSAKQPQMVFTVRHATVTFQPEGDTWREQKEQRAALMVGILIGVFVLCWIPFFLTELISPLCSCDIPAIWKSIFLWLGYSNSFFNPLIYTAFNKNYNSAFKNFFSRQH
AddAB inh: less growth of phage-infected E. coli with AddAB. E. coli expressing H. pylori AddAB, absorbance growth. inhibition, % at 11.9 µM. 330,000 tested, 0.29% active. AID 435030; in the data active means inhibition above about 12%;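 further: 0% = vehicle wells of infected cells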
Mot1-301 SUMO: SUMOylation pathway inhibition by Mot1-301 growth rescue. 320,000 tested, 1% active. growth rescue, % at 18.8 µM. S. cerevisiae Mot1-301 growth rescue, ATP luminescence, 38.5C; percent above DMSO median, 100 means doubled;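 active means every valid replicate shows activation above 250% relative to neutral control wells; inactive means the rest, any valid replicate at or below 250%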;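 further: OY570 slx delta 5 strain wells were the positive control but not used for scaling; some compounds called inactive have numbers as strong as hits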
HTR5A inv ag: counter-screen for OPRM1-OPRD1 inverse agonists: human HTR5A inverse agonism; P47898; HTR5A cell line, luminescence; inhibition, % at 9.3 µM; 340,000 tested, 0.083% active; AID 504634; in the data active means inhibition mostly above about 23%, no sharp cut-off; inactive means mostly below about 18%;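 further: 0% = cells with DMSO and 100% = no-cell wells with DMSO; some compounds called inactive have numbers as strong as hits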
Ecoli viability: bacterial growth inhibition, counter-screen for AddAB inhibitors; 330,000 tested, 0.27% active; E. coli V3065 growth, OD600 absorbance, 18 h; inhibition, % at 11.9 µM;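 active means inhibition above the campaign's mean inhibition across all tested compounds plus 3 SD, cut at about 9.9% in these data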;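 further: uninfected addAB+ strain grown without phage in ampicillin broth; 0% = DMSO wells and 100% = ciprofloxacin 0.95 µg/ml wells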
Pemphigus Ab inh: blocks pemphigus antibody binding to human desmoglein-3; AID 588358; P32926; 310,000 tested, 0.48% active; DSG3-coupled beads, scFv-anti-DSG3-GFP binding, flow cytometry; hits give low values; binding (percent of control), % at 10 µM;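 active means binding more than 3 SD below its plate's average and above zero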;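 further: hits lower antibody fragment binding to DSG3; some compounds called inactive have numbers as strong as hits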
OPRM1-OPRD1 inv: inverse agonist of human OPRM1-OPRD1 heterodimerization; P35372+P41143; cell-based MOR-DOR heterodimer luminescence, inverse agonism; inhibition, % at 9.3 µM; 340,000 tested, 0.21% active; AID 504357; in the data active means inhibition above about 22%, passing the limit was not always enough;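 further: 0% = cells with DMSO and 100% = wells without cells with DMSO; values of inactives mirror those of a sister screen read the other way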
PKA-R1A act: PKA-R1A complex activation | AID 504707 | PKA-R1A dissociation, Cy5-IP20 fluorescence polarization; scaled: DMSO 0%, 113 µM cGMP 100% | 340,000 tested, 0.083% active | P00514+P68181 | activation, % at 11.4 µM;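 active means percent activation above the mean of all tested compounds plus 3 SD, cut at about 19% in these data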;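 further: higher means more PKAc released from R1A so a rise in polarization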
Numbers without * were called inactive; · = not tested or not shown.

SMILES	phage Ecoli inh	PfHsp90 yeast 2	MOR-DOR ag	HTR5A ag	AddAB inh	Mot1-301 SUMO	HTR5A inv ag	Ecoli viability	Pemphigus Ab inh	OPRM1-OPRD1 inv	PKA-R1A act
COc1cccc(NC(=O)Cn2c(=O)c3c(ncn3Cc3ccccc3)n(Cc3ccccc3)c2=O)c1	0.0	18	-5.3	-2	1.9	6	4	-1.6	·	22	-11
Cc1ccccc1NC(=O)CNc1ccccc1C(=O)NCc1ccco1	2.8	1	-2.8	-2	2.4	-16	2	0.1	102	12	1
C/C(=N\NC(=O)Cc1ccc(Cl)c(Cl)c1)c1cccnc1	0.3	-17	6.2	-4	·	-21	16	·	·	-33	-3
CCn1c(N)nc2ccccc21	3.4	-2	-1.4	1	4.3	-8	-5	4.7	97	8	1
CCOC(=O)C1CCCN(Cc2ccc(OCC)cc2)C1 (stereo unspecified)	-1.4	-21	-2.0	2	3.7	13	-9	1.4	122	9	7
CN1CCN(CCNC(=O)Nc2ccc(Cl)cc2)CC1	0.2	3	-2.6	3	2.9	18	-11	2.1	97	13	-11
COc1ccc(OC)c(Nc2nc(N)nc(-c3cc4ccccc4o3)n2)c1	2.2	-16	3.6	6	2.6	188	-18	-0.3	105	-15	-6
C=CCSC(CC)(CC)C(N)=O	-0.9	3	-2.5	-7	0.8	-4	4	1.3	95	13	-5
NC(=O)c1ccccc1NC(=O)CCc1ccccc1	·	·	-2.1	1	0.5	-11	-25	2.8	99	11	-8
O=[N+]([O-])c1cccc(NNS(=O)(=O)c2ccccc2F)c1	1.4	-75	-1.1	6	3.1	177	-33	-1.4	106	6	-4
CC(Sc1ccc(S(=O)(=O)N2CCOCC2)cn1)c1ccccc1Cl (stereo unspecified)	5.7	·	2.4	3	-0.8	14	-12	-0.2	102	-13	2
Cn1c(N)c(C(=O)CSc2nc(C3CC3)n(-c3ccccc3)n2)c(=O)n(C)c1=O	0.9	-8	-3.3	2	1.1	-4	-5	1.4	109	13	0
Cc1sc(NC(=O)c2ccco2)c(C(c2cccnc2)N2CCCC2)c1C (stereo unspecified)	2.7	·	-1.0	-2	-0.8	-10	-24	-1.4	105	5	-15
O=C(c1ccccc1F)N1CCN(S(=O)(=O)c2ccc(S(=O)(=O)N3CCCCCC3)cc2)CC1	0.3	-25	-2.4	5	3.2	9	-15	-0.9	91	13	-1
O=[N+]([O-])c1ccc(S(=O)(=O)NN=C2CCCCC2)cc1	-0.7	·	-1.3	15*	·	·	-55	·	96	7	4
CC(=O)N1N=C(c2ccco2)CC1c1cc2ccc(C)cc2nc1Cl (stereo unspecified)	1.0	-15	-1.7	-1	-0.8	-20	-3	1.3	105	9	-8
O=C(c1cccs1)N1CCCC(c2nc3c(nnn3Cc3ccc(F)cc3)c(=O)[nH]2)C1 (stereo unspecified)	-0.7	3	-2.6	-4	0.8	-3	10	-1.1	98	15	-10
Cc1cc(Br)ccc1NC(=O)CN1C(=S)NC(C)(C)CC1C (stereo unspecified)	3.1	15	-2.2	-1	-0.4	2	2	1.2	102	11	1
CCC(C)[C@H](NC(=O)N1CCn2c1nc1ccccc12)C(=O)NCc1ccc(OC)cc1 (stereo partly specified)	1.9	-42	·	·	1.8	-6	·	0.3	105	·	-5
CC(=O)Nc1ccc(SCC(=O)NNC(=O)CN(C)S(=O)(=O)c2ccc(C)cc2)cc1	3.4	·	1.4	2	·	·	0	·	104	-9	-4
C[C@H](NC(=O)[C@H](Cc1ccccc1)n1c(=O)[nH]c2ccccc2c1=O)C(=O)N1CCC(C(=O)O)CC1	2.5	9	-3.2	2	-0.5	2	-11	-1.3	102	16	7
CS(=O)(=O)CCC(C(=O)Nc1ccc2c(c1)OCO2)N1Cc2ccccc2C1=O (stereo unspecified)	-0.6	1	-1.4	0	4.2	-1	-28	0.5	100	7	1
Cc1ccc(-c2nnc(SCC(=O)NCC3CCCO3)nc2-c2ccc(C)cc2)cc1 (stereo unspecified)	1.0	·	-1.8	-6	·	·	15	·	102	9	-5
COc1ccccc1/C=C1/SC(=S)N(CCC(=O)Nc2cccnc2)C1=O	-0.7	-4	1.0	-5	-0.1	-12	4	2.3	102	-7	-7
CS(=O)(=O)N1CCC(C(=O)NCc2ccccc2)CC1	3.3	·	-2.4	1	-0.4	·	4	-1.3	110	12	-6
COc1cc(NC(=O)C2CC(c3ccccc3Cl)=NO2)cc(OC)c1OC (stereo unspecified)	4.5	6	0.8	-1	3.5	-8	4	0.9	104	-4	3
Cc1ccccc1NC(=S)NCC1CCC(CNC(=S)Nc2ccccc2C)CC1 (stereo unspecified)	3.5	-2	-2.7	0	-0.4	-1	4	-1.7	108	14	-4
CN(C)c1ccc(NC(=O)c2cccc(N3C(=O)C4C5C=CC(C5)C4C3=O)c2)cc1 (stereo unspecified)	2.4	1	-1.4	4	-0.7	7	-28	-2.3	100	7	-6
CC1CCN(C(=O)CN2C(=O)C(=O)N(C(C)C)C2=O)c2ccccc2S1 (stereo unspecified)	3.3	-32	-2.6	1	2.3	-13	-2	-1.2	99	14	-6
O=C(CCS(=O)(=O)c1cccc2nsnc12)N1CCN(Cc2ccc3c(c2)OCO3)CC1	-2.0	17	-2.0	7	1.3	4	-15	-0.7	95	12	3
COc1cccc(N2CCN(Cc3nc(N)nc(N4CCCc5ccccc54)n3)CC2)c1	-1.0	-11	1.3	2	-2.6	-28	-7	-4.9	101	-8	-5
CC(C)c1cc(CNC(=O)c2ccc(OC3CCN(Cc4ccccn4)CC3)cc2)on1	1.1	-23	-0.4	1	5.1	1	0	4.2	·	2	-8
O=C1CCc2cc(S(=O)(=O)Nc3ccccc3Cl)ccc2N1	0.1	11	1.0	0	-0.3	-8	1	1.6	·	-4	5
Cc1nc2sc3c(c2c(=O)n1/N=C/c1cccnc1)CCCC3	1.4	-12	-2.8	-2	1.0	6	5	-0.4	101	13	0
NS(=O)(=O)c1ccc(-c2ccc(/C=C3\NC(=S)NC3=O)o2)cc1	0.0	·	0.8	6	2.4	10	0	1.5	95	-4	-5
CC1(C)CC(=O)C2=C(C1)OC(N)=C(C#N)C2c1ccc[nH]1 (stereo unspecified)	4.0	7	-0.9	-3	1.4	13	9	1.8	110	5	5
CCC(CC)C(=O)Nc1cccc(C(=O)c2ccccc2)c1	5.6	-1	-1.3	0	2.2	-7	-7	0.3	·	7	-3
COc1cc(C(=O)N/C(=C\c2cn(C)c3ccccc23)C(=O)N2CCOCC2)cc(OC)c1OC	0.3	12	-3.3	-4	1.9	-7	-13	0.8	104	17	-3
O=C(COC(=O)c1ccc(Cl)nc1)Nc1ccc2c(c1)CCC2	4.7	2	1.9	4	2.4	2	-11	2.9	·	-8	10
CCn1c(SCCN2CCOCC2)nc2c1c(=O)n(C)c(=O)n2C	1.3	16	-1.2	0	0.3	1	-15	0.9	115	6	-1
Cc1cc(=O)[nH]c(Nc2cccc(Br)c2)n1	4.0	-4	-1.0	10	2.0	27	-49	-1.3	110	5	2
CCOc1ccc(N(CC(=O)N2CCN(c3ccccc3OC)CC2)S(=O)(=O)c2ccc(C)cc2)cc1	3.7	3	-0.9	0	·	·	10	·	·	5	0
O=C(CCS(=O)(=O)c1ccc(Cl)cc1)NCCN1C(=O)S/C(=C\c2ccccc2F)C1=O	2.5	15	-2.6	2	-1.0	8	-6	0.6	86	16	-3
COc1ccc(N2CCN(CC(=O)NCc3ccccc3)CC2)cc1	2.3	8	0.8	3	4.2	-12	-7	3.5	99	-4	10
COc1cc2c(cc1OC)C1(Nc3c-2c(-c2ccccc2)nn3-c2ccccc2)C(=O)Nc2ccccc21 (stereo unspecified)	4.9	-13	-1.7	2	3.6	-3	-18	-0.4	93	10	0
Nc1ccc(S(=O)(=O)NCC(=O)OCCOc2ccccc2)cc1[N+](=O)[O-]	2.9	-10	-3.0	-8	-2.9	3	20	-2.5	102	16	-1
CC(C(=O)OCC(=O)Nc1ncc(Cl)cc1Cl)N1C(=O)c2ccccc2C1=O (stereo unspecified)	2.4	4	-2.4	3	1.9	-1	-12	-2.0	103	13	-18
Cc1[nH]c2ccccc2c1/C=N/NC(=O)c1cccc([N+](=O)[O-])c1	3.3	28	·	·	4.3	-9	·	2.0	60*	·	·

An excerpt from above with just MOR-DOR ag and Ecoli viability:
canonical_smiles	MOR-DOR ag	Ecoli viability
CCOc1ccc(N(CC(=O)N2CCN(c3ccccc3OC)CC2)S(=O)(=O)c2ccc(C)cc2)cc1	-0.9	·
Cc1cc(=O)[nH]c(Nc2cccc(Br)c2)n1	-1.0	-1.3

(next part)
SMILES	phage Ecoli inh	PfHsp90 yeast 2	MOR-DOR ag	HTR5A ag	AddAB inh	Mot1-301 SUMO	HTR5A inv ag	Ecoli viability	Pemphigus Ab inh	OPRM1-OPRD1 inv	PKA-R1A act
CC1CCN(S(=O)(=O)c2ccc(C(=O)N(C)C3CCS(=O)(=O)C3)cc2)CC1 (stereo unspecified)	1.2	·	-0.5	-5	0.7	5	13	1.0	99	3	0
COc1ccc(C(=O)NC(C)c2nccs2)cc1OC1CCN(C(C)C)CC1 (stereo unspecified)	2.8	12	-2.4	0	3.2	-15	2	0.1	97	12	-8
CN(CCC#N)C(=O)COC(=O)[C@H](Cc1ccccc1)N1C(=O)c2ccccc2C1=O	1.5	12	-3.1	-3	-0.9	-12	10	0.7	105	14	-9
Cc1ccc(NC(=O)c2ccc(C)c(NC3=NC4CS(=O)(=O)CC4S3)c2)cc1C (stereo unspecified)	2.9	25	-1.6	-2	-1.9	-11	3	0.4	103	9	3
Cc1cc(C)c(S(=O)(=O)NCC(CCC(=O)O)C(F)(F)F)c(C)c1 (stereo unspecified)	-0.8	-4	-2.8	1	-1.0	0	15	0.1	84	13	-1
C=CCOc1ccc(/C(O)=C2/C(=O)C(=O)N(CCCn3ccnc3)C2c2cccs2)cc1 (stereo unspecified)	-0.9	3	-3.5	9	-0.2	11	-25	-2.0	99	20	-4
CCN(CC)S(=O)(=O)c1cccc(NC(=O)/C=C/c2cccc([N+](=O)[O-])c2)c1	2.0	-21	5.3	5	-0.2	0	-19	-0.7	105	-30	0
Cc1ccnc(NS(=O)(=O)c2ccc(NC(=O)c3ccccc3F)cc2)n1	2.8	7	-2.7	-5	4.6	367	-18	-3.3	110	14	-5
O=C(NNS(=O)(=O)c1ccc(F)cc1)C1CCCCC1	-0.8	-2	-2.7	8	4.6	-12	-23	0.9	113	15	-12
Cc1ccc(-c2c(C(=O)N/N=C/c3ccsc3)nnn2-c2nonc2N)cc1	-0.3	1	-3.3	-1	2.0	10	-1	-1.8	99	18	-5
CC(C)(C)C(=O)N1N=C(c2cccc(NS(C)(=O)=O)c2)CC1c1cccs1 (stereo unspecified)	2.3	8	-1.9	-4	-1.0	7	10	-2.4	81	12	3
CC(C)(C)OC(=O)C[C@@H]1C/C=C\C[C@H](CC(=O)N(CCO)Cc2ccccc2)C(=O)N[C@@H](c2ccccc2)COC1=O	0.0	16	-1.8	7	3.8	-9	-13	1.3	101	9	10
CCOC(=O)C1CCCN(c2nnnn2-c2ccccc2)C1 (stereo unspecified)	2.4	-7	-1.2	1	0.6	-2	-30	0.6	98	7	-7
